Source: PubChem BioAssay
SENP8 inh: inhibitors of human SENP8 protease; recombinant SENP8, Nedd8 substrate fluorescence; AID 602440; Q96LD8; inhibition, % at 20 µM; 360,000 compounds, 0.64% hits; in the data active = inhibition mostly above about 40%, no sharp cut-off; inactive = mostly below about 27%
Target sequence (Q96LD8 whole entry, looked up): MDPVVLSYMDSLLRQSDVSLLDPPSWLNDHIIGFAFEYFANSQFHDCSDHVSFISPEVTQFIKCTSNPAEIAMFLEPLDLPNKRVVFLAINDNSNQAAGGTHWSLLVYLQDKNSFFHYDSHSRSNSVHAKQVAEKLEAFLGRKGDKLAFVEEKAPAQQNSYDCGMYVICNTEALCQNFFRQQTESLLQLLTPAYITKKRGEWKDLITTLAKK
SENP1 FRET inh: inhibitors of human SENP1 SUMO protease catalytic domain. Q9P0U3. recombinant SENP1 catalytic domain, CyPet-SUMO1-YPet FRET cleavage. inhibition, % at 10 µM. 360,000 compounds, 0.21% hits. AID 624204;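 active = inhibition at least 30% at 10 µM, raw YFP signal under a set limit, fluorescence ratio 0.5 to 1.5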;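 also: 0% = enzyme with DMSO and 100% = no enzyme wells; some results filed as inactive read as strong as hits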
Target sequence (Q9P0U3 419-644 limits assumed): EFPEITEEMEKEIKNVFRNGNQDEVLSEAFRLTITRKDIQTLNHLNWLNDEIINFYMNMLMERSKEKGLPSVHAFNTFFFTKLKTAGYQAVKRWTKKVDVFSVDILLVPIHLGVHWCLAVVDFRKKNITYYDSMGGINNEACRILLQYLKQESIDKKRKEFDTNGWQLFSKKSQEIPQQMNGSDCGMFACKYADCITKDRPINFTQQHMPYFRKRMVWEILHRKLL
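material = recombinant human SENP1 catalytic domain, His6-tagged | quantity = 20 pM enzyme | reagent = 25 nM SUMO1 FRET substrate | compound dosing = 10 µM single point, 0.5% DMSO | timing = 50 min enzyme reaction, room temperature, light-protected | detection = FRET, CFP and YFP emission | control set = no-enzyme low, enzyme-DMSO high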
* marks the source's active call; other numbers are inactive results; i = inactive. This is a subset, so the mix of outcomes need not match the whole.

Preview, 2 compounds:
1: O=C(Cc1ccc(NC(=O)C2CCCN(C(=O)C3CCC3)C2)cc1)Nc1cccc(C(=O)N2CCCCC2)c1 (configuration not stated)
2: CNc1nc(Oc2ccc3sc(C)nc3c2)c2sccc2n1

screen / no. | 1 | 2
SENP8 inh | -7.1 | -290.5
SENP1 FRET inh | 4.3 | -1.0

The list itself, from the start:
1: O=C(Cc1ccc(NC(=O)C2CCCN(C(=O)C3CCC3)C2)cc1)Nc1cccc(C(=O)N2CCCCC2)c1 (configuration not stated)
2: CNc1nc(Oc2ccc3sc(C)nc3c2)c2sccc2n1
3: Cc1c(C(=O)NCc2ccc(C(F)(F)F)cc2)sc(=O)n1Cc1ccc(S(=O)(=O)N(C)C)cc1
4: O=C(COc1ccc(/C=N/NC(=O)c2ccc(O)cc2)cc1)Nc1ccc([N+](=O)[O-])cc1
5: CCCCN(C)c1c(C)nc2ccc(C(=O)NCc3ccc4c(c3)OCO4)cn12
6: Cc1c(C(c2cc(O)ccc2O)c2c(C)n(C)n(-c3ccccc3)c2=O)c(=O)n(-c2ccccc2)n1C
7: CCNC(=O)C1(C)CCCN(C(=O)COCc2ccccc2)C1 (configuration not stated)
8: COC(=O)c1ccc(C(=O)N2CCCC(C)(C(=O)NS(=O)(=O)C3CC3)C2)cc1 (configuration not stated)

screen / no. | 1 | 2 | 3 | 4 | 5 | 6 | 7 | 8
SENP8 inh | -7.1 | -290.5 | 0.6 | 21.4 | 1.9 | 25.5 | 3.8 | 17.2
SENP1 FRET inh | 4.3 | -1.0 | 0.9 | 16.5 | -5.1 | -10.7 | 2.7 | 3.1

9: O=C(O)c1cn(-c2ccc(F)cc2)c2cc(N3CCNCC3)c(F)cc2c1=O
10: Cc1ccc(C(=O)N(Cc2nnc(-c3ccccc3Cl)o2)C2CC2)o1
11: S=C1NC[C@H](Cc2ccccc2)N1CC1CCN(CCCC2CCCC2)CC1
12: COc1ccccc1-c1cnc(C(O)c2ccc(Cl)c(F)c2)[nH]1 (configuration not stated)
13: Cc1cc(F)cc(-c2cc(C(=O)NCc3ccccc3)[nH]n2)c1
14: O=C1c2ccccc2C(=O)N1N(c1ccccc1)c1ccccc1
15: CN(Cc1ccccn1)C(=O)c1cc(COc2ccc(F)c(F)c2)on1
16: Nc1[nH]c(C(=O)c2ccccc2)c(-c2ccc(F)cc2)c1C(=O)NCCc1c[nH]c2ccccc12

screen / no. | 9 | 10 | 11 | 12 | 13 | 14 | 15 | 16
SENP8 inh | -387.9 | 10.0 | 9.1 | -2.2 | 28.3 | 15.3 | 16.8 | 10.3
SENP1 FRET inh | 0.5 | -1.2 | 2.9 | 1.2 | 0.2 | -3.2 | -0.1 | -7.2

Compound profiles, from the list above:
Entry for `Cc1ccc(C(=O)N(Cc2nnc(-c3ccccc3Cl)o2)C2CC2)o1` : SENP8 inh: 10.0; SENP1 FRET inh: -1.2
Entry for `O=C(O)c1cn(-c2ccc(F)cc2)c2cc(N3CCNCC3)c(F)cc2c1=O` : SENP8 inh: -387.9; SENP1 FRET inh: 0.5

(continued)
17: CC(C)NC(=O)C1(C)CCN1C(=O)C/C=C/c1ccccc1 (configuration not stated)
18: CCC(C)CN1C(=O)CN(S(C)(=O)=O)CC1(C)C(=O)NC(C)C (configuration not stated)
19: CCCNC(=O)C1(C)CCCN(C(=O)COc2ccc(Cl)cc2Cl)C1 (configuration not stated)
20: COC(=O)[C@@]1(Cc2ccc(F)cc2)[C@H]2c3cc(C(=O)N4CCCC4)n(CCSCCO)c3C[C@H]2CN1C(=O)c1ccccc1
21: COc1ccc(-c2cn(CC[C@@H]3CC[C@H](NC(=O)Cc4ccccn4)[C@@H](CO)O3)nn2)cc1
22: COc1cc(OC)c(OC)cc1C=Cc1ccc2ccccc2n1
23: O=C1c2ccccc2C(c2nnnn2Cc2ccccc2)N1CCCn1ccnc1 (configuration not stated)
24: CC1=CC2=NC(=O)C(c3ccccc3)C(=O)N2C=C1 (configuration not stated)

screen / no. | 17 | 18 | 19 | 20 | 21 | 22 | 23 | 24
SENP8 inh | 20.3 | 2.3 | 27.8 | 7.4 | 11.2 | -453.9 | 12.4 | -201.6
SENP1 FRET inh | 2.5 | 2.9 | 2.5 | -0.3 | -4.4 | -33.9 | 2.6 | 1.8

25: CN(C)c1ccc(S(=O)(=O)NCC(=O)N2CCN(S(=O)(=O)c3cccc(F)c3)CC2)cc1[N+](=O)[O-]
26: COc1ccc(CCC(=O)Nc2ccc(N3CCOCC3)c(S(=O)(=O)Nc3ccc(OC)cc3)c2)cc1
27: CCCNC(=O)N(C)C[C@H]1Oc2ncc(Br)cc2C(=O)N([C@H](C)CO)C[C@H]1C
28: COC(=O)C(C(=O)OC)c1ncccc1NS(=O)(=O)c1ccc(C)cc1
29: CCC(c1nnnn1-c1ccc2c(c1)OCCO2)N1CCN(c2ccccn2)CC1 (configuration not stated)
30: CCN(C(=O)COC(=O)c1cc2ccccc2cc1OC)c1c(N)n(Cc2ccccc2)c(=O)[nH]c1=O
31: COc1ccc(CN2C[C@H]3CON(C)[C@H]3C[C@H]2c2ccc(-c3ccccc3)cc2)cc1
32: CSc1nc2[nH]c(=O)[nH]c2c(=O)[nH]1

screen / no. | 25 | 26 | 27 | 28 | 29 | 30 | 31 | 32
SENP8 inh | 14.7 | 3.8 | 7.7 | 13.3 | 6.9 | i | 9.9 | 1.7
SENP1 FRET inh | -0.1 | 1.2 | -1.2 | -1.9 | -3.0 | 1.7 | -2.0 | -2.6

33: COc1ccc(OC)c(NS(=O)(=O)c2ccc(-n3cccn3)cc2)c1
34: Oc1ccc(-c2n[nH]c(=S)n2-c2ccc3c(c2)OCCO3)c(O)c1
35: O=C(O)c1ccc(Cn2cnc3c(=O)[nH]cnc32)cc1
36: CN(C)c1ccc(C(c2nnnn2CCOC(=O)Nc2ccc(Cl)cc2)N2CCOCC2)cc1 (configuration not stated)
37: O=C(c1ccc(F)cc1)C1CCN(Cc2ccccc2)CC1
38: COc1ccc(OCCNC(=O)c2ccc3nc(C)c(N(C)C(=O)CCc4ccccc4)n3c2)cc1
39: CCN(CC)C(=O)C1=C(C)N(CCC2=CCCCC2)C(=O)C(CC(=O)NCc2cccs2)C1 (configuration not stated)
40: COc1cc(C=NC2CCCCC2)ccc1O

screen / no. | 33 | 34 | 35 | 36 | 37 | 38 | 39 | 40
SENP8 inh | 21.9 | -30.4 | 1.3 | 25.5 | 10.8 | -48.0 | 3.7 | 10.5
SENP1 FRET inh | 2.0 | -1.1 | -1.0 | 2.3 | -25.1 | -0.3 | -0.1 | 0.0

41: CC(=O)Nc1ccc(NC(=O)CSc2nc(=O)n(Cc3cccnc3)c3c2CCC3)cc1
42: O=C(COC(=O)c1cc(S(=O)(=O)N2CCOCC2)ccc1Cl)c1ccc[nH]1
43: CCN1CCCC1CNC(=O)c1ccc2c(c1)NC(=O)/C(=C\c1ccccc1Cl)S2 (configuration not stated)
44: CC(=O)N1CCCC1C(=O)O (configuration not stated)
45: O=[N+]([O-])c1ccc(CN2CC(N3CCN(CC4CC4)CC3)CS2(=O)=O)cc1 (configuration not stated)
46: O=C(C1CCCCC1)N1C[C@H](n2cc(-c3ccc(F)cc3)nn2)[C@@H](O)C[C@@H]1c1ccccc1
47: CC[C@H](C)[C@H](NC(=O)OCc1ccccc1)C(=O)OCC(=O)N1CCN(c2ccc(F)cc2)CC1
48: CCOC(=O)C1CCN(C(=O)c2sc3ncn(CC(=O)N4CCCCC4)c(=O)c3c2C)CC1

screen / no. | 41 | 42 | 43 | 44 | 45 | 46 | 47 | 48
SENP8 inh | 5.6 | 9.2 | -54.5 | 0.0 | -13.4 | 20.3 | 3.9 | 14.8
SENP1 FRET inh | 2.4 | -3.1 | -11.1 | 2.3 | 0.7 | 1.9 | 5.2 | -3.7

49: CCc1nc2ccc(C(=O)NCCN3CCOCC3)cn2c1N(C)Cc1ccc(OC)cc1
50: C[C@@H]1CN([C@H](C)CO)C(=O)CCCn2cc(nn2)CO[C@H]1CN(C)S(=O)(=O)c1ccc(Oc2ccccc2)cc1
51: NC(=S)NN=Cc1c[nH]c2nccnc12
52: COCCNC(=O)C1(C)CCCN(C(=O)c2ccc(C(=O)OC)cc2)C1 (configuration not stated)
53: Oc1ccccc1C=NN=CC=Cc1ccccc1
54: O=c1cc(-c2ccccc2)oc2c1CCCC2
55: C/C=C/c1cccc(-c2nc(C(=O)NC3Cc4ccccc4C3)cc3c2[C@@H](CCO)N(C(C)=O)C3)c1
56: CCCc1cn(CC(C)n2c(=O)c3ccccc3n2Cc2cc(C(C)C)no2)nn1 (configuration not stated)

screen / no. | 49 | 50 | 51 | 52 | 53 | 54 | 55 | 56
SENP8 inh | 2.8 | 19.8 | 18.2 | 13.1 | 21.7 | 8.7 | 16.3 | -436.2
SENP1 FRET inh | -1.0 | 1.5 | 0.2 | 1.1 | 22.6 | 0.2 | 2.8 | 2.3

Results in sequence from the list:
Nos. 49–56 in SENP8 inh, in turn: 2.8, 19.8, 18.2, 13.1, 21.7, 8.7, 16.3, -436.2

New compounds follow
57: NC(N)=NN=Cc1ccnc2ccccc12
58: COC(=O)[C@H]1C[C@@]2(O)CN(S(=O)(=O)c3ccc(C)cc3)C[C@@]2(OC(=O)NCC2CCCCC2)C[C@H]1C(=O)OC
59: CCN(C(=O)COC(=O)CNC(=O)c1ccc2ccccc2c1)c1c(N)n(Cc2ccccc2)c(=O)[nH]c1=O
60: O=C(Nc1ccc(F)cc1)C(c1cccc(F)c1)N1CCN(C(=O)c2ccco2)CC1 (configuration not stated)
61: CCc1ccc(CCC(=O)N2CCN(S(=O)(=O)c3ccc(Br)cc3)CC2)cc1
62: COc1ccc(N=C2c3ccccc3-c3ccc([N+](=O)[O-])cc32)cc1
63: CCc1ccc(CNCCNC(=O)c2ccco2)cc1
64: Cc1ccc(C=NNc2ccc([N+](=O)[O-])cn2)cc1

screen / no. | 57 | 58 | 59 | 60 | 61 | 62 | 63 | 64
SENP8 inh | -20.8 | 11.2 | 4.4 | 8.4 | 24.6 | 36.8 | -98.3 | -225.9
SENP1 FRET inh | 0.2 | 0.6 | -1.5 | 2.1 | 0.8 | 4.2 | -48.5 | -32.4

65: C=CCOc1ccc(Br)cc1/C=C1/SC(=Nc2ccc(C(=O)O)cc2)NC1=O
66: Cc1cc2nc(-c3ccc(Cl)cc3)c(Cc3ccsc3)n2c(C)c1Br
67: Oc1[nH]c(=S)sc1/C=C1\C(c2ccccc2)=Nc2ccccc21
68: Cc1cc2nc(-c3ccc(Cl)cc3)c(CC(C)(C)C)n2c(C)c1Br
69: Cc1cc(C)c2cc(C#N)c(NCCCN)nc2c1
70: COc1ccc(Nc2nnc(SCC(=O)N(CC(C)C)C3CCS(=O)(=O)C3)s2)cc1 (configuration not stated)
71: CCCNC(=O)C1(C)CCN(C(=O)c2ccc(F)cc2Cl)C1 (configuration not stated)
72: COc1ccc(-c2cnc3c(NC=O)cc(-c4ccoc4)cn23)cc1OC

screen / no. | 65 | 66 | 67 | 68 | 69 | 70 | 71 | 72
SENP8 inh | -165.7 | -2.0 | -14.2 | 9.5 | -436.8 | 23.8 | 14.7 | -255.0
SENP1 FRET inh | -18.7 | 12.1 | -22.2 | -11.7 | -104.5 | 0.6 | -2.9 | -10.4

Arranged by SMILES length (ascending): some entries from above.
69: Cc1cc(C)c2cc(C#N)c(NCCCN)nc2c1
71: CCCNC(=O)C1(C)CCN(C(=O)c2ccc(F)cc2Cl)C1 (configuration not stated)
67: Oc1[nH]c(=S)sc1/C=C1\C(c2ccccc2)=Nc2ccccc21
72: COc1ccc(-c2cnc3c(NC=O)cc(-c4ccoc4)cn23)cc1OC
68: Cc1cc2nc(-c3ccc(Cl)cc3)c(CC(C)(C)C)n2c(C)c1Br

screen / no. | 69 | 71 | 67 | 72 | 68
SENP8 inh | -436.8 | 14.7 | -14.2 | -255.0 | 9.5
SENP1 FRET inh | -104.5 | -2.9 | -22.2 | -10.4 | -11.7

Carrying on.
73: CCS(=O)(=O)Nc1ccc(-c2cc(-c3ccccc3)c3cc(C)ccc3n2)cc1
74: CC1(Oc2ccccc2-c2ccno2)CCN(Cc2csc3ccccc23)C1 (configuration not stated)
75: COc1ccc(NC(=O)N(C)[C@H]2C[C@H]3c4[nH]c5ccccc5c4CCN3C(=O)[C@H]2[C@H](C)O)cc1
76: Cc1ccc(OCC(=O)NNC(=O)c2cc(S(=O)(=O)N(C)C)ccc2N2CCCC2)cc1
77: Cc1cc(NC(=O)NC(=O)c2ccccc2NC(=O)CN(C)C)ccc1Oc1ncc(Br)cn1
78: COc1cc2cncc(Cc3ccccc3)c2cc1O
79: OCCN1CCSC1=S
80: CCCCc1ccc(S(=O)(=O)NC(=O)C2(C)CCN2C(=O)CCc2cccs2)cc1 (configuration not stated)

screen / no. | 73 | 74 | 75 | 76 | 77 | 78 | 79 | 80
SENP8 inh | -333.2 | 6.4 | -407.7 | -6.0 | -6.3 | i | 9.3 | 4.1
SENP1 FRET inh | 4.9 | 0.1 | -25.3 | 1.7 | 1.3 | -5.8 | 0.7 | 1.5

81: CC1Sc2ccccc2N(Cc2ccc(OC(F)(F)F)cc2)C1=O (configuration not stated)
82: Cc1ccccc1OCC(=O)OCC(=O)NC12CC3CC(CC(C3)C1)C2
83: CC(=O)c1ccccc1C(=O)N1CCCC(CNC(=O)c2ccc(F)cc2)C1 (configuration not stated)
84: CC(=O)N1CCc2cc([N+](=O)[O-])ccc21
85: O=C(NCCc1ccccc1)c1ccc(NC(=O)C2CCC2)cc1
86: O=C1C2C3C=CC(CC3)C2C(=O)N1c1ccc(Br)cc1 (configuration not stated)
87: CN(Cc1ccccc1)C(=O)c1ccc(NC(=O)Cc2ccc(NC(=O)C3CCN(C(=O)CCc4ccccc4)CC3)cc2)cc1

screen / no. | 81 | 82 | 83 | 84 | 85 | 86 | 87
SENP8 inh | 14.4 | -0.6 | 12.3 | 31.2 | 4.1 | 10.9 | 6.3
SENP1 FRET inh | 1.4 | 2.0 | 1.8 | 2.5 | 0.7 | 1.3 | 1.5
